All columns: NCI-60 one-dose screen, growth in % after 48 h at 10 µM unless noted; 100 = growth as untreated, 0 = no growth, -100 = all killed.
LOX IMVI: LOX IMVI melanoma | AID 1794757 | 7.4% of 79,000 active
MDA-MB-231: MDA-MB-231 breast cancer; 5% of 81,000 active
T-47D: T-47D breast cancer; 5% of 79,000 active; AID 1794792
BT-549: BT-549 breast cancer; 4.4% of 78,000 active; AID 1794793
MDA-MB-468: MDA-MB-468 breast cancer. 8.5% of 78,000 active. AID 2202374
MCF7: MCF7 breast cancer; AID 1794796; 6.3% of 82,000 active
K-562: K-562 leukemia; 7.4% of 78,000 active
HS 578T: HS 578T breast cancer. 4.1% of 78,000 active
An asterisk follows results filed as active; · = no result given; & = joins results of further samples; ! = repeats disagree. The calls were made as follows: active = growth percent below 10; inactive = the rest.

Molecule,T-47D,MDA-MB-231,HS 578T,MDA-MB-468,K-562,BT-549,MCF7,LOX IMVI
O=C(Cn1nnc2ccccc21)N/N=C/c1ccc(O)c(O)c1,91,106,85,109,90,100,94,102
O=C(CN1CCN(c2cc3c(cc2F)c(=O)c(C(=O)O)cn3C2CC2)CC1)Nc1nc(-c2ccc(OCc3ccccc3)cc2)cs1,95,96,112,107,108,89,92,98
COC(OC)C(=O)c1ccccc1,103,84,93,110,107,103,100,102
CC(C)=C[C@@H]1C[C@H](O)Cc2ccc(Cl)c(C)c2N1,100,92,109,103,95,102,96,89
COc1cc2c(cc1OC)-c1ccc3cc4c(cc3c1N(CCCn1ccnc1)C2)OCO4,-18*,57,92,-64*,20,32,14,1.6*
C[C@]12CC[C@@H]3c4ccc(O)cc4CC[C@H]3[C@@H]1CC(=O)[C@@H]2O,112,104,104,104,110,102,109,105
O=c1[nH]c2c(cc1S(=O)(=O)c1ccccc1)CCc1c-2cnn1-c1ccccc1,94,99,97,94,99,99,96,100
c1ccc2c(c1)ncn2-c1nc2ccccc2n2c1nc1ccccc12,·,81,84,-41*,83,92,7.9*,79
CCOC(=O)CCc1ccco1,86,102,108,113,99,109,107,101
COc1ccc(-c2csc(-n3[nH]c(=O)ccc3=O)n2)cc1,95,95,96,95,89,96,93,95
O=S(=O)(COCc1ccc(Cl)c(Cl)c1)c1ccccc1,110,91,108,101,86,105,106,106
Clc1ccc2sc(-c3ccccc3)nc2c1,57,80,69,69,93,109,61,101
CCN(CC)Cc1c(C)ccc(C)c1O,94,110,98,95,97,96,101,103
CCOC(=O)/C(C)=N\Nc1ccc([N+](=O)[O-])cc1,87,110,101,98,76,103,100,99
O=c1[nH]n(C(=S)N/N=C/c2cccc([N+](=O)[O-])c2)c(=O)c2ccccc12,105,·,97,95,101,105,82,90
CCOC(=O)CC[C@H](NC(=O)c1ccc(NC(=O)Cn2c(C)nc3c(c(C)nn3-c3ccccc3)c2=O)cc1)C(=O)OCC,98,·,·,90,94,86,93,·
CC(C)C(=O)c1ccc(O)c(O)c1,88,101,100,107,88,109,98,88
COc1cc(C(=O)O)cc(Br)c1O,·,114,100,98,101,84,98,98
O=C(O)Cc1ccc2c(c1)CCC2,94,105,112,105,114,96,92,97
BrC(c1ccccc1)(c1ccccc1)c1ccccc1,30,105,103,108,·,102,104,99

For reference, four of the compounds above:
Molecule,T-47D,MDA-MB-231,HS 578T,MDA-MB-468,K-562,BT-549,MCF7,LOX IMVI
CC(C)C(=O)c1ccc(O)c(O)c1,88,101,100,107,88,109,98,88
COc1cc(C(=O)O)cc(Br)c1O,·,114,100,98,101,84,98,98
O=C(O)Cc1ccc2c(c1)CCC2,94,105,112,105,114,96,92,97
BrC(c1ccccc1)(c1ccccc1)c1ccccc1,30,105,103,108,·,102,104,99

Other records
Molecule,T-47D,MDA-MB-231,HS 578T,MDA-MB-468,K-562,BT-549,MCF7,LOX IMVI
O=C(/C=C(/C=C/c1ccc(OCc2ccccc2)c(OCc2ccccc2)c1)OB(F)F)/C=C/c1ccc(OCc2ccccc2)c(OCc2ccccc2)c1,91,107,101,99,104,110,95,95
CC(=O)OCC1O[C@H](Oc2ccc3c(c2)CC[C@@H]2[C@@H]3CC[C@]3(C)C(=O)CC[C@@H]23)C(OC(C)=O)[C@@H](OC(C)=O)[C@H]1OC(C)=O (stereo partly drawn),113,136,101,111,84,92,121,100
CC(=O)c1cc(C(=O)c2ccc(Br)cc2)n2c(C)cccc12,44,75,101,91,57,75,60,83
Cn1ccc2cnc(Oc3ccccc3-c3ccccc3)nc21,94,99,109,85,83,92,101,99
CCOc1ccc(NC(=O)CC2SC(=Nc3ccc(Cl)cc3)NC2=O)cc1 (stereo not drawn),111,98,89,84,112,102,94,85
COC(=O)Nc1ccc(NC(=O)OC)c2c1C(=O)c1ccccc1C2=O,50,85,89,94,55,101,94,69
Cn1cc(-c2nc(N)nnc2-c2c[nH]c3ccc(F)cc23)c2cc(Br)cnc21,44,5.6*,36,-20*,5.2*,-42*,4.6*,14
COc1cc(-c2nc3ccc(-c4nnc(SCC(=O)Nc5ccc(C(=O)/C=C/c6ccc(Cl)cc6)cc5)o4)cc3[nH]2)cc(OC)c1OC,80,92,88,93,84,84,59,-32*
COc1ccc(C(=O)c2nc3ccccc3n2CC(=O)c2ccc(Cl)cc2)cc1,35,36,8.5*,34,·,48,12,39
O=C(O)c1ccccc1/C=N/N1CCCCCC1,98,104,97,93,·,96,89,97
CCCCCCCCCCCCCCCCCSCc1ccc(Nc2ccccc2)cc1,106,104,104,107,110,112,92,126
Cc1c(C(=O)N2CCNCC2)[nH]c2ccc(Cl)cc2c1=O,92,113,101,100,105,105,110,99
CC(=O)c1cnc(-c2ccccc2)nc1CBr,39,66,89,50,3.2*,70,52,-40*
COc1ccccc1/C=C1\Cc2ccccc2C1=O,77,86,79,94,94,96,58,81
O=C1NN(c2ccccc2)C(c2ccc(Cl)cc2)N2CCC[C@@H]12 (stereo partly drawn),68,88,99,105,67,96,79,39
O=C1CSC2=N/C(=C\c3ccc(Cl)cc3)C(=O)N12,100,115,108,105,86,100,96,94
CCN(CC)CC(C)O (stereo not drawn),96,103,118,106,112,98,94,98
C/C=C1\C(O)CC2C3CCC4=CC(=O)CC[C@]4(C)C3CC[C@]12C (stereo partly drawn),103,112,98,83,105,·,107,101
N#Cc1cccc(-c2nc(N3CCOCC3)c3c4c(sc3n2)CCCC4)c1,72,85,86,84,85,96,67,87
COc1ccc(NC(=O)/N=c2\oc3c(C)cccc3cc2-c2cc3ccccc3[nH]2)cc1,72,74,75,100,91,84,73,·
Cc1cccc(/C=C\C(=O)c2ccccc2)c1,94&94,110&94,104&112,99&105,3.9*!,90,83&43,93&85
NC(=O)c1ccc(Cn2cc(CSc3nc4ccccc4s3)nn2)cc1,85,96,100,108,93,102,89,106
O=[N+]([O-])c1ccc2nc(N/N=C/c3ccc(O)cc3)sc2c1,35,83,84,64,32,29,58,50
O=C(Nc1ccn(C2OC(CO)C(O)C2O)c(=O)n1)c1ccccc1 (stereo not drawn),99,113,106,107,115,117,92,104
COc1cc(/C=N/NC(=O)CCN2c3ccccc3Sc3ccccc32)cc(OC)c1OC,41,69,94,·,62,89,97,80
COc1cc([N+](=O)[O-])ccc1NC(=O)NCc1ccccc1,105,96,115,90,97,100,94,100
CC(c1nnnn1-c1ccc(Br)cc1)N1C(=O)c2ccccc2C1=O (stereo not drawn),95,100,97,108,100,103,98,94
CCOC(=O)c1ccc(N(CCC(=O)O)C(C)=O)cc1,112,110,114,100,103,95,100,105
CCOC(=O)c1cccnc1Nc1ccc(NC(=O)Nc2ccc(Cl)c(C(F)(F)F)c2)cc1,-1.1*,96,84,21,13,61,18,23
CN(C)c1ccc(C2Nc3ccccc3-n3cccc32)cc1 (stereo not drawn),56,97,95,-50*,121,100,38,103
O=C1CC(N2C(=O)CSC2=S)C(=O)N1c1ccc(O)cc1 (stereo not drawn),100,100,118,97,108,108,96,98
COc1ccc(/C=C(\c2cc(OC)c(OC)c(OC)c2)c2nnc(-c3cccs3)o2)cc1,79,72,44,78,90,84,72,93
COc1cc(O)c(C(=O)CC(=O)c2ccncc2)c(OC)c1,106,105,106,99,·,101,99,110
COC(=O)[C@]1(CCSC)N[C@H](c2cn(-c3ccccc3)nc2-c2ccccc2)[C@@H]2C(=O)N(c3ccc(Cl)cc3)C(=O)[C@@H]21,96,99,107,112,·,93,92,98
O=C1CSC(c2c(Cl)cccc2Cl)N1c1nc(Cl)cc(=O)[nH]1 (stereo not drawn),104,108,109,117,93,228,107,104
CCSc1nc(-c2cccnc2)cc(-c2ccc(OC)c(OC)c2)c1C#N,59,73,87,81,79,71,98,82
CCc1ccc(OCC(=O)c2ccc(O)c(CN(C)C)c2O)cc1,92,103,102,102,92,95,95,96
COc1cc2c(cc1OC)N(CCO)C1=C(C(=O)OC1)C2c1cccc(Cl)c1 (stereo not drawn),92,106,103,101,64,104,91,100
Cc1c(C(=O)NCCCc2ccccc2)sc2ncc(-c3ccc(Br)cc3)n12,103,99,104,108,101,110,94,99
O=C(O)C1(Nc2ccc([N+](=O)[O-])cc2[N+](=O)[O-])CCCC1,96,94,120,119,93,·,111,96
Cc1ccc(Nc2ncnc3c2c(C)nn3-c2ccc([N+](=O)[O-])cc2)cc1,79,81,69,84,69,92,83,·
CCCCn1c(C)nc2ccc(Nc3nc(Cl)nc4nc[nH]c34)cc21,34,65,6.1*,35,70,48,76,90
COc1cc2oc(-c3ccc(NC(=O)c4ccc5c(c4)OCO5)cc3)cc(=O)c2c(O)c1OC,90,91,94,103,98,89,105,105
COc1ccc(/C=N/OCC(O)CN2CCOCC2)cc1OC1CCCC1 (stereo not drawn),·,107,99,101,92,86,89,97
CC1(C)O[C@@H]2[C@H]([C@H](O)CO)OC(=C(c3ccccc3)c3ccccc3)[C@@H]2O1,107,157,·,126,·,110,114,108
O=C(OCC1OC(c2ccccc2)OC1C1OC(c2ccccc2)OC1COC(=O)c1ccccc1)c1ccccc1 (stereo not drawn),·,·,94,90,102,103,84,95
CCOC(=O)c1c(NC(=O)c2cc(Cl)nc(Cl)c2)sc2c1CCN(C(=O)OC(C)(C)C)C2,96,95,92,·,96,106,93,102
COc1cccc(C2CC(=O)N(c3ccc(F)cc3)C3=C2C(=O)OC3)c1 (stereo not drawn),102,116,97,95,98,130,89,98
COc1ccc(Nc2nnc(-c3csc(N)n3)s2)cc1,96,111,105,107,108,96,101,97
COc1ccc(C2CC(c3cc(C)ccc3C)=NN2c2ccc(S(=O)(=O)NC(=O)NCc3ccccc3)cc2)cc1OC (stereo not drawn),73,83,·,67,75,66,57,55
Cc1cccc(Cc2cnc(NC(=O)CCc3ccc(C)o3)s2)c1,77,15,28,5.0*,6.6*,5.8*,12,30
COC(=O)c1c(C(=O)OC)c2ccc3c4ccccc4ccc3n2c1C(=O)C(C)(C)C,71,61,84,63,69,120,72,81
COc1ccc(C2=NN(c3ccc(S(N)(=O)=O)cc3)C(c3cn(-c4ccccc4)nc3-c3ccc(Cl)cc3)C2)cc1 (stereo not drawn),67,93,109,106,67,·,67,87
CCc1ccc(Cc2cnc(N3C(=N)SCC3=O)s2)cc1,100,113,104,96,106,98,100,98
CS(C)(C)/C(Nc1ccccc1)=C(\C#N)C(=O)N/N=C/c1ccco1,91,100,92,96,100,103,92,100
CN(Cc1ccccc1)c1nc(Cl)c(C2CC(c3ccc(Br)cc3)=NN2C=O)s1 (stereo not drawn),71,102,94,64,59,112,82,91
COc1nccc2c(Nc3ccccc3)nc(N)nc12,85,93,140,56,·,105,78,·
CCN(CC)c1cc(C)c(Cc2c(OC)ccc3ccccc23)cc1C,82,99,81,100,85,105,91,95
C=C(C)CN=Cc1ccc(OC)c(OC)c1,96,93,84,99,106,102,98,99
CCOC(=O)/C(C#N)=C/c1ccc(Cl)cc1,119,101,96,112,99,110,100,98

Sorted by number of heavy atoms (descending): some entries from above
Molecule,T-47D,MDA-MB-231,HS 578T,MDA-MB-468,K-562,BT-549,MCF7,LOX IMVI
O=C(OCC1OC(c2ccccc2)OC1C1OC(c2ccccc2)OC1COC(=O)c1ccccc1)c1ccccc1 (stereo not drawn),·,·,94,90,102,103,84,95
COc1cc2oc(-c3ccc(NC(=O)c4ccc5c(c4)OCO5)cc3)cc(=O)c2c(O)c1OC,90,91,94,103,98,89,105,105
CCOC(=O)c1c(NC(=O)c2cc(Cl)nc(Cl)c2)sc2c1CCN(C(=O)OC(C)(C)C)C2,96,95,92,·,96,106,93,102
COC(=O)c1c(C(=O)OC)c2ccc3c4ccccc4ccc3n2c1C(=O)C(C)(C)C,71,61,84,63,69,120,72,81
CCN(CC)c1cc(C)c(Cc2c(OC)ccc3ccccc23)cc1C,82,99,81,100,85,105,91,95
CS(C)(C)/C(Nc1ccccc1)=C(\C#N)C(=O)N/N=C/c1ccco1,91,100,92,96,100,103,92,100

The results go on:
Molecule,T-47D,MDA-MB-231,HS 578T,MDA-MB-468,K-562,BT-549,MCF7,LOX IMVI
COC(=O)[C@]1(C)CCC[C@]2(C)[C@H]3C[C@H]4C(C(C)C)=C[C@]3(CC[C@H]21)[C@@H]1C(=O)N(CCC#N)C(=O)[C@@H]14,70,90,89,87,56,59,72,98
NS(=O)(=O)c1ccc(NCC(=O)N=Nc2c(O)n(CC(=O)Nc3ccc(Br)cc3)c3ccccc23)cc1,105,81,53,91,98,77,88,·
CC(/C=N/NC(N)=S)Cc1ccc(C(C)C)cc1 (stereo not drawn),17,85,72,42,·,64,50,80
Nn1c(SCC(=O)Nc2ccc([N+](=O)[O-])cc2)nnc1-c1ccc(NC(=O)c2cccnc2)cc1,96,99,94,106,96,103,95,98
CC(=O)Nc1ccc(N=Nc2ccc(N)c3cc(S(=O)(=O)O)ccc23)cc1,99,99,98,98,105,98,94,98
CCCC(=O)Oc1cc(C)ccc1C(C)C,85,104,94,84,97,89,99,97
O=C(Cn1c(=O)[nH]c2ccccc2c1=O)NCc1ccccc1,98,103,106,98,101,109,96,99
c1ccc2c3c(ccc2c1)C[C@H]1C[C@@H](c2ccoc2)N3O1,92,90,99,96,96,102,99,94
O=C(COc1ccc(-c2nc3ccccc3[nH]2)cc1)N=Nc1c(O)[nH]c2ccc(Cl)cc12,65,85,72,90,2.1*,110,22,61
